High-throughput results (PubChem BioAssay)
GSTO1 counter = counter-screen for RBBP9 inhibitors: inhibitors of human GSTO1. recombinant GSTO1, activity-based probe fluorescence polarization. 1.1% of 300,000 active. AID 1974. inhibition, % at 5.96 µM;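 active = inhibition above the campaign mean inhibition plus 3 SD, cut at about 35% in these data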;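 note: 0% = GSTO1-1 with DMSO and 100% = wells lacking GSTO1-1 enzyme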
PAFAH2 inh = PAFAH2 (human) inhibition. recombinant PAFAH2, FP-rhodamine activity probe, fluorescence polarization. inhibition, % at 3.39 µM. 0.99% of 340,000 active. AID 492956;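 active = inhibition above the mean over all tested compounds plus 3 SD, cut at about 30% in these data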;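 note: inhibitors block probe labeling of enzyme so polarization drops; 0% = enzyme with DMSO and 100% = wells lacking PAFAH2 protein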
PAD4 inh = blocks human protein arginine deiminase 4; Q9UM07; recombinant PAD4, RCA probe fluorescence polarization; inhibition, % at 6.36 µM; 0.41% of 330,000 active;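 active = percent inhibition above a cutoff equal to the mean of all tested compounds plus 3 SD, cut at about 15% in these data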;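 note: 0% = PAD4 with RCA probe and DMSO and 100% = probe without PAD4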
EBNA-1 inh = blocks EBNA-1 binding to DNA | inhibition, % at 14.8 µM | EBNA-1 DNA binding, fluorescence polarization | 0.34% of 300,000 active; in the data active = inhibition above about 28%
LYPLA2 counter = counter-screen for PME1 inhibitors: inhibitors of human LYPLA2 | recombinant LYPLA2, FP-Rh probe fluorescence polarization | inhibition, % at 5.9 µM | 0.38% of 320,000 active | AID 2177;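 active = inhibition above the screen-wide mean plus 3 SD, limit set per campaign, cut at about 26% in these data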;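 note: 0% = LYPLA2 with DMSO and 100% = wells lacking LYPLA2 enzyme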
Target sequence (O95372 whole entry, looked up): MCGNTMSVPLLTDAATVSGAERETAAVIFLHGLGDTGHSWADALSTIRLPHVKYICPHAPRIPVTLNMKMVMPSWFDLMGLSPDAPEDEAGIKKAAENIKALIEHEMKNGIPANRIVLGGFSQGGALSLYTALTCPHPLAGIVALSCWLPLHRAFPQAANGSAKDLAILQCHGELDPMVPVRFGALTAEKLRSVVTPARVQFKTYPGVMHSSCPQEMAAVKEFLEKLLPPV
LYPLA1 inh = LYPLA1 (human) inhibition in PME1 counter-screen; O75608; recombinant LYPLA1, FP-Rh probe fluorescence polarization; inhibition, % at 5.9 µM; 0.16% of 320,000 active;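 active = inhibition above the mean of all tested compounds plus 3 SD, set per campaign, cut at about 14% in these data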;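 note: inhibitors block serine hydrolase probe labeling of LYPLA1 so polarization falls; 0% = enzyme with DMSO and 100% = wells lacking LYPLA1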
Target sequence (O75608 whole entry, looked up): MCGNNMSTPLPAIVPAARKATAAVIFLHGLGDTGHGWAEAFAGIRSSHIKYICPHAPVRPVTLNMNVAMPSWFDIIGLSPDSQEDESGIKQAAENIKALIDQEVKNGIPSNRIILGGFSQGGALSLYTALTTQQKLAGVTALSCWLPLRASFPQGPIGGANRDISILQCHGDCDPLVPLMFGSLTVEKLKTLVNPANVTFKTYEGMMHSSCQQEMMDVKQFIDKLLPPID
ZTA counter = ZTA (EBV) inhibition in EBNA-1 counter-screen | 0.15% of 320,000 active | ZTA-DNA binding, fluorescence polarization | inhibition, % at 11 µM; in the data active = inhibition above about 33%
Target sequence (P03206 whole entry, looked up): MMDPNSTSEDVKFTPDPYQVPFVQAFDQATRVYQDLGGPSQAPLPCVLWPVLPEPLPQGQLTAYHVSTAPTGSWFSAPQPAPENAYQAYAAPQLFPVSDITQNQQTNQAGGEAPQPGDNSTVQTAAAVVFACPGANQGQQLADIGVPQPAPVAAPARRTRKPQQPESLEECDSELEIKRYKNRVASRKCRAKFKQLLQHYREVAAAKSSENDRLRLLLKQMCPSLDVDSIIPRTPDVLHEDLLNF
PAFAH1B3 FP inh = inhibitors of human PAFAH1B3 | recombinant PAFAH1B3, FP-rhodamine probe, fluorescence polarization | 0.28% of 340,000 active | Q15102 | inhibition, % at 3.39 µM | AID 492972;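 active = inhibition above the screen-wide average of all tested compounds plus 3 SD, cut at about 25% in these data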;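 note: 0% = enzyme with DMSO only and 100% = wells lacking PAFAH1B3 protein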
Target sequence (Q15102 whole entry, looked up): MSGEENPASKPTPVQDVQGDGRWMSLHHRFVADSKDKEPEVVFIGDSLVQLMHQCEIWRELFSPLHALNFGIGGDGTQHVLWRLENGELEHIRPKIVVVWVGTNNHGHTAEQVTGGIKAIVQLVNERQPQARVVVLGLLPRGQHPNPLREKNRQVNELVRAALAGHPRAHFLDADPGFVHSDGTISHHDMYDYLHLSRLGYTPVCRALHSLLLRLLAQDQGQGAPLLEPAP
PREPL inhibitor = inhibitors of human prolyl oligopeptidase-like enzyme PREPL; Q4J6C6; recombinant PREPL, fluorescence polarization activity-based probe; inhibition, % at 5.96 µM; 0.68% of 320,000 active; AID 2751; in the data active = inhibition above about 43%;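 note: 0% = enzyme with DMSO and 100% = wells lacking enzyme; many of its hits are not listed in these tables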
An asterisk follows results filed as active; nt = no result given. A portion of the library; the hit share may differ from the screen's.

mol	GSTO1 counter	LYPLA1 inh	EBNA-1 inh	PAD4 inh	LYPLA2 counter	PAFAH1B3 FP inh	PAFAH2 inh	ZTA counter	PREPL inhibitor
c1ccc(CN2CCC(N3CCC(N4CCCCCC4)CC3)CC2)cc1	-6	2	4	3	3	7	2	1	37
O=C(CN(c1ccc(F)cc1)S(=O)(=O)c1ccccc1)NC1CC2CCC1C2 (stereo not drawn)	-2	2	0	-3	-10	4	-4	-4	3
O=C(NCCCN1CCCC1=O)c1cn(-c2ccccc2)nc1-c1ccccc1	0	-1	-9	-1	2	4	-5	-6	-10
O=C(O)c1ccc(Sc2nnc3ccccn23)c([N+](=O)[O-])c1	-1	-1	9	0	-2	1	1	-3	2
COc1ccc(CCN2CCCC(CN(C)Cc3cc(OC)c(OC)c(OC)c3)C2)cc1 (stereo not drawn)	7	0	-5	-2	0	8	-2	-14	15
Cc1cc(S(=O)(=O)NC2CCCC2)ccc1-n1cnnn1	3	0	3	-3	3	5	-2	-3	11
CCCNS(=O)(=O)c1cccc(C(=O)NNC(=O)c2cc(C)oc2C)c1	-1	-2	5	2	2	3	7	-10	17
NNc1ncnc2sc3c(c12)CCC3	0	2	-2	-4	-2	12	1	-19	44*
CN(/C=C/C(=O)C(F)(F)C(F)(F)F)Cc1ccccc1	-1	2	-1	5	5	4	1	12	-1
Cc1ccc(C(C#N)c2ccc(C(=O)c3ccc(F)cc3)cc2)cc1 (stereo not drawn)	-2	-4	-5	4	1	3	-8	31	-27
CSc1nc2ccccc2cc1/C=C(\C#N)c1ccc(Cl)c(Cl)c1	15	2	3	-1	-2	-4	-12	1	3
O=C(C1CCN(S(=O)(=O)c2cccc3cccnc23)CC1)N1CCN(Cc2ccccc2)CC1	5	-1	3	3	-2	0	-2	2	5
Cc1cccc(N2CCN(S(=O)(=O)c3ccc4c(c3)CC(=O)N4C)CC2)c1C	2	4	3	3	1	6	1	18	-3
CCOc1ccc(OCCCC(=O)N(C)CC(=O)Nc2ccc(N3CCOCC3)cc2)cc1	-5	0	7	-1	0	0	-2	1	2
Cc1cc(C)c2oc(C(=O)Nc3ccc(S(=O)(=O)N4CCCC(C)C4)cc3)cc(=O)c2c1 (stereo not drawn)	-3	-3	8	-4	-2	10	-7	-1	3
CC(=O)N1CCN(S(=O)(=O)c2cccc(C(=O)Nc3ccc4c(c3)CCC4)c2)CC1	9	-5	8	0	-3	2	5	11	10
Cc1cc(C)n2c(SCC(=O)Nc3cccc(S(N)(=O)=O)c3)nnc2n1	nt	nt	nt	-4	nt	5	2	nt	4
COc1ccc2nc(SCc3cccc(C)c3)nc(C)c2c1	2	-4	-4	2	2	-3	-5	-4	2
CC(C)C[C@H]1CN=C(Nc2ccccc2)N1CC1CCCC1	-1	3	4	-3	2	4	2	1	23
CC(C)CSc1nc(N2CCOCC2)c2c(c1C#N)CC(C)(C)SC2	-9	-2	6	-4	0	-7	4	-12	15
CC(=O)NCCc1nc2cc(NC(=O)COc3cccc(C)c3)ccc2n1C	-3	-1	5	2	-5	0	-4	1	14
CC(C)OC(=O)N(C)c1ccc(C(O)(C(F)(F)F)C(F)(F)F)cc1	2	-2	8	5	3	7	0	14	0
Fc1cccc(CCN2C(=S)NC[C@@H]2Cc2ccccc2)c1	3	-1	8	2	7	1	1	6	-40
CCc1ccc2c(c1)C(c1ccncc1)=NNC(c1ccccc1)=N2	5	1	11	-1	1	1	-2	11	7
COc1cccc(C(N)=O)c1OC(=O)Cc1ccccc1F	-4	-1	-8	-5	-1	5	8	-3	3

Grouped by structure, those above with an aryl methoxy group.
mol	GSTO1 counter	LYPLA1 inh	EBNA-1 inh	PAD4 inh	LYPLA2 counter	PAFAH1B3 FP inh	PAFAH2 inh	ZTA counter	PREPL inhibitor
COc1ccc(CCN2CCCC(CN(C)Cc3cc(OC)c(OC)c(OC)c3)C2)cc1 (stereo not drawn)	7	0	-5	-2	0	8	-2	-14	15
COc1ccc2nc(SCc3cccc(C)c3)nc(C)c2c1	2	-4	-4	2	2	-3	-5	-4	2
COc1cccc(C(N)=O)c1OC(=O)Cc1ccccc1F	-4	-1	-8	-5	-1	5	8	-3	3

(further entries)
mol	GSTO1 counter	LYPLA1 inh	EBNA-1 inh	PAD4 inh	LYPLA2 counter	PAFAH1B3 FP inh	PAFAH2 inh	ZTA counter	PREPL inhibitor
CC1=NNC(=O)C1CC(=O)N/N=C/C(C)=C/c1ccccc1 (stereo not drawn)	6	1	10	0	-1	-4	-3	13	-6
Cc1ccc(S(=O)(=O)c2cc(OC(=O)c3ccco3)ccc2OC(=O)c2ccco2)cc1	18	-3	9	1	-5	0	9	10	86*
COc1ccc(-c2csc(NC(=O)c3ccc(S(=O)(=O)N4CCc5ccccc5C4)cc3)n2)cc1	9	-26	-8	-1	-40	-40	-71	4	-4
O=C(c1cc(C2CC2)nn1-c1ccccc1)N1CCN(c2ccccc2O)CC1	nt	nt	nt	-2	nt	5	7	nt	41
O=C(c1cc(-c2ccc(Cl)c(Cl)c2)on1)N1CCOCC1	-2	-4	-1	-1	-4	0	0	2	4
Cn1cc(Cl)nc1C(O)c1ccccc1 (stereo not drawn)	0	1	4	0	1	-10	-8	-3	6
Cc1ccc(-c2nc(CS(=O)CC(=O)NCCN3CCOCC3)c(C)o2)cc1 (stereo not drawn)	14	0	-11	1	-4	0	1	-16	-6
CS(=O)(=O)N1CCN(C(=S)NCc2ccc(Cl)cc2)CC1	6	-4	16	-5	-4	nt	nt	13	4
C/C(=N\NC(=O)c1cc(Cl)ccc1O)c1ccc(Br)s1	-17	-3	-2	1	-6	11	7	4	-1
COC(=O)c1ccc(CSc2nnc(CNC(=O)c3ccccc3F)o2)o1	0	4	10	-6	9	3	-4	-1	-2
CCN(CC)S(=O)(=O)c1ccc(OC)c(NS(=O)(=O)c2ccc(F)cc2)c1	3	1	5	-2	8	2	5	8	0
Cc1ccccc1CSCC(=O)NC(=O)NC(C)(C)C	8	0	0	2	-2	6	4	1	20
Cc1ccc(-n2ncc3c(NNC(=O)c4ccco4)ncnc32)cc1C	1	-4	9	-4	0	5	-10	6	4
CSCCC(NC(=O)c1ccccc1Cl)C(=O)NCc1ccncc1 (stereo not drawn)	nt	-3	nt	-1	3	10	-1	-10	1
O=C(NCc1ccccc1)C(c1cccs1)N(C(=O)c1csnn1)C1CC1 (stereo not drawn)	-1	3	-18	-6	6	2	-2	-13	-11
COCCN(C(=O)CC(C)(C)C)c1nnc(-c2cccnc2)s1	0	2	-3	0	-2	2	2	-6	6
CCOC(=O)Cc1csc(NC(=O)c2sc3nc4ccc(CC)cc4cc3c2N)n1	5	-6	7	-4	0	-1	-6	22	12
Cc1nc(NC(=O)CSc2nnc(-c3ccccc3)c(-c3ccccc3)n2)c(Cl)cc1Cl	0	-7	-11	-1	-2	3	0	-3	-6
Cc1ccc(CNC(=O)C2CCCN(S(=O)(=O)c3cccc4nonc34)C2)cc1 (stereo not drawn)	-5	-4	-16	-6	-4	-4	9	2	-1
CN(Cc1cccc(F)c1)C(=O)c1ccc(NS(=O)(=O)c2ccc3[nH]c(=O)[nH]c3c2)cc1	-172	0	-2	-1	1	4	1	2	10
c1ccc2nc(-c3nc4ccccc4[nH]3)ccc2c1	-16	-2	5	7	-3	12	-7	10	1
C/C(=N/NC(=O)c1ccc2nc[nH]c2c1)c1cccs1	-2	-2	1	-8	4	14	5	10	13
C=C1CCN(C(C(=O)OC)C(C)C)S(=O)(=O)c2ccc(F)cc21 (stereo not drawn)	0	3	1	2	5	7	2	5	-1
Nc1cc(Cl)ccc1C(=O)OCC(=O)N1CCCCCC1	nt	nt	nt	3	nt	5	8	nt	5
CCN(c1cccc(C)c1)S(=O)(=O)c1csc(C(N)=O)c1	-3	-1	10	1	-1	16	-7	10	-3
CSCc1ccc(C(=O)NCCSc2ccc(Br)cc2)cc1	3	-4	7	-3	-2	1	8	7	-35
CC(C)OC(=O)CSc1nnc(-c2cnccn2)n1Cc1ccco1	0	0	-9	3	-2	4	1	6	2
O=C(CCN1C(=O)C2CC=CCC2C1=O)Nc1cccc(Cl)c1 (stereo not drawn)	-2	-4	9	1	0	-6	-8	8	3
Cn1c(=O)c2c(ncn2CCOc2ccc(Br)cc2)n(C)c1=O	3	0	12	1	6	7	0	-5	13
COC(=O)c1c(NC(=O)c2ccccc2[N+](=O)[O-])sc2c1CC(C)(C)NC2(C)C	-2	0	5	-2	0	5	2	-1	6
COc1ccc(C(C(=O)NC2CCCC2)N(Cc2ccco2)C(=O)c2snc(C(N)=O)c2N)cc1OC (stereo not drawn)	8	-6	-5	-2	1	3	17	-5	-3
CCNC(=O)c1ccc(CSc2nc3ccccc3s2)cc1	-3	4	-2	-1	24	8	2	3	-20
O=C(CSc1ccc(Br)cc1)NC1CCCCCC1	nt	nt	nt	3	nt	12	-10	nt	19
CC(NC(=O)CSc1nc2ccc(N)cc2s1)c1ccccc1 (stereo not drawn)	11	6	10	-4	3	0	1	3	16
CC[C@@H]1Cc2cc(O)ccc2C2=C1c1ccc(O)cc1C[C@H]2CC	0	-3	-1	9	-2	14	5	3	5
Cc1cc(C(=O)CN2C(=O)NC(C)(CC(C)C)C2=O)c(C)n1-c1ccc2c(c1)OCO2 (stereo not drawn)	-6	-2	-6	-8	-13	-1	2	-3	-5
Nc1c(C(=O)N2CCCC2)sc2nc(-c3ccccc3)ccc12	2	3	1	0	-8	5	12	-6	14
O=C(CN1CCCCC1CO)c1ccc(OC(F)F)cc1 (stereo not drawn)	1	-2	4	1	-7	-2	3	17	6
CCN(CC(=O)c1c(N)n(C)c(=O)n(C)c1=O)c1cccc2ccccc12	4	2	-9	-3	5	-3	-2	-4	-4
COc1ccc(Cl)cc1C(=O)Nn1c(C)nc2ccccc2c1=O	6	-1	12	-17	7	6	14	13	13
CC(Oc1ccccc1)C(=O)N1CCN=C1SCc1ccccc1F (stereo not drawn)	6	-3	-3	4	-8	8	3	4	-1
COc1ccc(C2CC2C(=O)c2ccccn2)cc1 (stereo not drawn)	6	2	-2	-2	-1	-3	0	2	-1
CCOc1cc(S(=O)(=O)N(CC)CC)ccc1Br	8	-2	-7	-1	2	0	1	-1	-3
CCN(CC)C(=O)CN(c1ccc(F)c(Cl)c1)S(C)(=O)=O	-3	-1	-1	7	3	6	-4	13	-1
CC(C)(C)C(=O)CN1C(=O)NC2(CCc3ccccc32)C1=O (stereo not drawn)	0	3	8	4	11	1	8	-6	15
Cc1ccc(C(=O)OCC(=O)NCCNC(=O)COC(=O)c2ccc(C)o2)o1	-3	3	-17	-7	0	8	-1	0	5
CCCNC(=O)C/C(C)=N/NC(=O)C(=O)Nc1ccccn1	9	4	-8	-4	2	5	-2	-12	0
O=C(Nc1ccccc1)N(Cc1ccc(Cl)cc1)CC(O)C(F)(F)F (stereo not drawn)	1	-1	2	-4	-6	-1	-2	3	-4
Fc1ccc2nc(Nc3nc4cc5c(cc4s3)OCO5)sc2c1	0	-5	6	-4	-10	43*	-32	11	23
Cc1ccc(C2N(C)c3ccccc3-c3nc4ccccc4n32)o1 (stereo not drawn)	-3	4	0	4	8	8	-4	-11	-1
CN1C(=O)N(C)C2(c3ccccc3)Nn3c(s/c(=C/c4ccccc4)c3=O)=NC12c1ccccc1 (stereo not drawn)	0	3	-22	-3	-6	6	5	0	-4
CN(C)S(=O)(=O)c1ccc(N2CCCC2)c(C(=O)NCCc2ccc(F)cc2)c1	4	2	-1	-5	2	11	8	-17	4
